DAGLB inhibitor = DAGLB lipase inhibitors, primary screen, biochemical, fluorescence, HTS. inhibition, % at 5.17 µM. actives 0.059% (n = 340,000). HEK293T DAGLB membrane lysate, EnzChek fluorogenic substrate; in the data active = inhibition above about 34%;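 note: 0% = enzyme with vehicle and 100% = wells lacking enzyme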
Target sequence (Q8NCG7 whole entry, looked up): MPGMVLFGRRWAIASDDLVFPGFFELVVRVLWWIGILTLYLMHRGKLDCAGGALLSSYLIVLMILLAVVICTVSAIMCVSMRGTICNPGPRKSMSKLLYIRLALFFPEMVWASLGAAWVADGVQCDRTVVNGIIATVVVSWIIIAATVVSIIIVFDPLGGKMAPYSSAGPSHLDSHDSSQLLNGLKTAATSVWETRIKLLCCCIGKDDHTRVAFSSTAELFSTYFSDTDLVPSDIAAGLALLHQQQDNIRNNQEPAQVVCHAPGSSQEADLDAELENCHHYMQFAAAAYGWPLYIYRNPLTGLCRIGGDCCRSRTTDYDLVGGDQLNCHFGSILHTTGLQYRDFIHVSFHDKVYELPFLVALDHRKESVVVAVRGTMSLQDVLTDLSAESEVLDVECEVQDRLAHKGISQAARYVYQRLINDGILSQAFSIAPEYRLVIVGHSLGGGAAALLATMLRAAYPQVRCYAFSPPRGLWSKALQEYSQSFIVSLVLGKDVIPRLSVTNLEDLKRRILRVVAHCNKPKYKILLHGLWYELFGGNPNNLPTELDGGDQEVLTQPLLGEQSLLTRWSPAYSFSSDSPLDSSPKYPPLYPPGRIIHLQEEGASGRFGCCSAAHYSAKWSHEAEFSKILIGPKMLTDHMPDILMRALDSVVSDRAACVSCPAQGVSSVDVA
SUMO Mot1 rescue = yeast Mot1-301 growth rescue at high temperature, primary screen, SUMOylation pathway inhibitor project, S. cerevisiae, ATP luminescence, 38.5C; actives 1% (n = 320,000); S. cerevisiae Mot1-301 growth rescue; percent above DMSO median, 100 means doubled; growth rescue, % at 18.8 µM;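 active = every valid replicate shows activation above 250% relative to neutral control wells; inactive = the rest, any valid replicate at or below 250%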;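 note: OY570 slx delta 5 strain wells were the positive control but not used for scaling; some compounds called inactive have numbers as strong as hits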
HTR5A ag ctr = HTR5A agonists in luminescence cell assay, primary screen, counter-screen for OPRM1-OPRD1 heterodimer agonist project, full-deck HTS. cell-based. actives 0.61% (n = 340,000). activation, % at 9.3 µM; in the data active = activation mostly above about 9.5%, no sharp cut-off; inactive = mostly below about 7.6%;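 note: 0% = cells with vehicle only and 100% = reference agonist; strong numbers were not always called active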
Target sequence (P47898 whole entry, looked up): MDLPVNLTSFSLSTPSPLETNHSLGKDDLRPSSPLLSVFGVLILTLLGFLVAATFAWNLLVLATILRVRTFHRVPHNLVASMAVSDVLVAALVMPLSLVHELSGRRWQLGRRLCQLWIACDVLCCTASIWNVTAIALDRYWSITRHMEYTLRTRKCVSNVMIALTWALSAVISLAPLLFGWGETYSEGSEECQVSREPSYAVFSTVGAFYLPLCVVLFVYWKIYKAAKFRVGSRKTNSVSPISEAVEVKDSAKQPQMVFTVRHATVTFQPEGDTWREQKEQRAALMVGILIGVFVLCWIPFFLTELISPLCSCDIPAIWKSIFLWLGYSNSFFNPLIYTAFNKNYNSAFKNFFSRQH
AddAB inh = growth inhibition of E. coli expressing H. pylori AddAB, primary screen, AddAB inhibitor project, absorbance. actives 0.29% (n = 330,000). inhibition, % at 11.9 µM; in the data active = inhibition above about 12%;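 note: 0% = vehicle wells of infected cells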
CDK5 p35 inh = inhibitors of human CDK5/p35 kinase, primary screen, biochemical, single concentration; Cyclin-dependent kinase 5 (Homo sapiens) + Cyclin-dependent kinase 5 activator 1 (Homo …; Recombinant CDK5/p35, ADP-Glo luminescence, 60 min; inhibition, % at 10 µM; actives 0.01% (n = 330,000);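 active = highest replicate inhibition of at least 50% and at least 75% of replicates reaching 50%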;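 note: plate controls were DMSO neutral control for no effect and GW8510 at 10 µM for full effect; many of its hits are not listed in these tables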
HTR5A inv ctr = HTR5A inverse agonists in luminescence cell assay, primary screen, counter-screen for OPRM1-OPRD1 heterodimer inverse agonist project, full-deck HTS; 5-hydroxytryptamine receptor 5A (Homo sapiens), P47898; HTR5A cell line, inverse agonism; inhibition, % at 9.3 µM; actives 0.083% (n = 340,000); AID 504634, 2011; in the data active = inhibition mostly above about 23%, no sharp cut-off; inactive = mostly below about 18%;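 note: 0% = cells with DMSO and 100% = no-cell wells with DMSO; some compounds called inactive have numbers as strong as hits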
phage Ecoli inh = growth loss of phage-infected E. coli, primary screen, RecBCD inhibitor project, absorbance, with phage, HTS; actives 0.26% (n = 360,000); inhibition, % at 11.9 µM; in the data active = inhibition above about 11%
PKA-R2B activ = activators of PKA-R2B holoenzyme, primary screen, biochemical, fluorescence polarization, Cy5-IP20, human | cAMP-dependent protein kinase catalytic subunit beta (Homo sapiens) + cAMP-dependent … | PKA-R2B holoenzyme dissociation; R2B truncated from residue 108, S112A mutant; 0% DMSO only, 100% 113 µM cGMP | activation, % at 11.4 µM | actives 0.079% (n = 340,000) | AID 504700, 2011;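 active = activation above a cutoff set at the mean over all compounds plus 3 SD, cut at about 18% in these data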;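 note: higher means more holoenzyme dissociation and a rise in polarization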
PKA-R1A act = activators of PKA-R1A holoenzyme, primary screen, biochemical, fluorescence polarization, Cy5-IP20, bovine R1A, mouse PKAc. activation, % at 11.4 µM. AID 504707, 2011. actives 0.083% (n = 340,000). cAMP-dependent protein kinase type I-alpha regulatory subunit (Bos taurus) + …. PKA-R1A dissociation; scaled: DMSO 0%, 113 µM cGMP 100%;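 active = percent activation above the mean of all tested compounds plus 3 SD, cut at about 19% in these data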;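 note: higher means more PKAc released from R1A so a rise in polarization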
Tat export inh = E. coli Tat export inhibitors, primary screen, MC4100, TorA-mCherry reporter, fluorescence, single point. inhibition, % at 10 µM. actives 0.036% (n = 340,000);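 active = mean replicate inhibition at least 50% and at least half of replicates individually reaching 50%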;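 note: exported cargo escapes ClpAP degradation while cytoplasmic cargo is degraded and loses fluorescence; 0% = median of neutral control wells and 100% = median of NaSCN control wells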
E coli growth = E. coli V3065 growth inhibition, primary screen, counter-screen for AddAB inhibitor project, absorbance, OD600; actives 0.27% (n = 330,000); 18 h; AID 449728, 2010; inhibition, % at 11.9 µM;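 active = inhibition above the campaign's mean inhibition across all tested compounds plus 3 SD, cut at about 9.9% in these data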;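 note: uninfected addAB+ strain grown without phage in ampicillin broth; 0% = DMSO wells and 100% = ciprofloxacin 0.95 µg/ml wells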
The depositor's hits bear a star; . = not tested or not shown.

Structure,SUMO Mot1 rescue,phage Ecoli inh,PKA-R2B activ,E coli growth,HTR5A ag ctr,Tat export inh,HTR5A inv ctr,PKA-R1A act,CDK5 p35 inh,AddAB inh,DAGLB inhibitor
Cc1ccn2cc(CSc3ccccc3)nc2c1,-4,2.2,-10,-1.2,2,-3,-33,3,-1.4,-0.8,-1
COCCNC(=O)c1cn(CCOC)c(=O)c2c1c1ccccc1n2C,-11,3.2,-3,-1.7,-1,-10,2,12,1.9,0.7,-1
Cc1ccnc(SCC(=O)N2CCc3ccccc3C2)n1,388,4.7,-4,-0.7,-4,-1,3,-11,-0.9,1.5,-2
CCn1c(=O)n(CC(=O)NCc2ccccc2OC)c(=O)c2ccccc21,-1,1.2,13,2.4,-12,-3,26,-9,0.0,3.2,3
COc1cc(CNc2ccc(NC(C)=O)cc2)ccc1OCc1ccccc1C,.,1.1,-1,-1.6,3,0,-36,-5,-0.5,3.9,0
CCN1CCc2c(sc(NC(=O)Cc3ccccc3)c2C(N)=O)C1,19,3.6,-6,-1.6,2,4,-2,7,-0.7,0.8,-5
COc1ccccc1NC(=O)C1CCCN(S(=O)(=O)c2c(C)noc2C)C1 (stereo unspecified),-2,-4.3,-9,0.1,1,4,17,-4,1.7,3.0,2
O=C(NC(=Nc1nc2ccccc2o1)NC(=O)c1ccccc1)c1ccccc1,-17,5.9,7,-0.4,0,-9,1,-10,2.2,1.0,1
COc1ccc(/C=C2\SC(=S)N(CC(=O)NNC(=O)c3ccncc3)C2=O)cc1,-9,3.7,.,3.0,.,-4,.,.,-3.9,3.7,.
CC(=O)NCCC(=O)Nc1cc(S(=O)(=O)N2CCOCC2)ccc1Oc1ccc(F)cc1,-9,0.8,-2,0.7,0,-7,1,-4,0.7,-2.7,1
O=C(Nc1cccn(Cc2cccc(F)c2)c1=O)NC1CCCCC1,-9,4.9,0,-1.4,4,-9,-4,1,-2.0,1.4,-4
CC(C)N(C(=O)[C@H]1C[C@H](CC(=O)NCC23CC4CC(CC(C4)C2)C3)C(=O)N2CCc3c([nH]c4ccc(Cl)cc34)[C@]12C)C(C)C,.,4.5,0,1.4,4.2*,-1,-14,-12,-0.1,-1.7,-4
CN1CCN(NC(=O)c2cc(-c3ccc(Br)s3)nc3ccccc23)CC1,8,1.1,9,-2.5,0,7,4,2,-0.3,1.7,2
C/C(=N\Nc1ccc([N+](=O)[O-])cc1)c1ccco1,104,4.5,-3,-0.6,-6,0,16,0,-2.9,1.6,10
CCc1ccc2nc(NC(=O)CSCc3c(C)noc3C)sc2c1,-1,1.1,-12,-3.6,6,-3,-10,0,-0.2,3.1,-5
O=S(=O)(NCc1csc(-c2cccs2)n1)c1cccs1,-2,0.5,-2,-0.2,1,-1,4,7,-0.8,-3.2,0
CCC(=O)c1cn(CCOc2ccccc2OC)c2ccccc12,88,1.9,6,-2.5,3,0,-10,1,0.3,-1.2,-4
COc1ccc(NC2CCCN(C(=O)c3cccc(N4CCNC4=O)c3)C2)cc1 (stereo unspecified),-11,2.8,0,0.9,0,0,-6,-9,1.6,2.7,1
O=C(c1ccccc1)N1CCN(CC(O)COc2cccc3ccccc23)CC1 (stereo unspecified),-18,-0.6,8,0.6,-1,-1,5,-8,-2.2,0.0,-2
N#Cc1cc(-c2ccccc2)cnc1Sc1ccccc1,-14,1.5,0,0.5,3,13,-8,5,-1.0,0.8,-11
CC1CCc2c(sc(NC(=O)COC(=O)c3ccc(NC(=O)CC#N)cc3)c2C#N)C1 (stereo unspecified),6,-0.5,-4,-3.1,1,5,-3,-11,-0.4,-1.9,-3
N#Cc1ccc(NC(=O)Cn2cnc(S(=O)(=O)N3CCCC3)c2)cc1,-6,0.6,-12,0.8,-2,-4,5,-9,-2.9,5.6,2
O=C(CSc1cccc2cccnc12)Nc1cc(C(=O)O)cc(C(=O)O)c1,577*,0.0,8,-3.8,1,3,-2,-7,-0.7,0.8,-3
CCOC(=O)CCNC(=O)N1CCCC(C(=O)c2cccc(OC(C)C)c2)C1 (stereo unspecified),225,1.1,14,-1.9,4,6,-14,-4,0.6,1.7,-8
O=C(CCS(=O)(=O)c1cccs1)NC1CCCCCC1,4,0.6,-2,0.8,-2,-2,0,3,1.2,-0.5,0

A second format for some results above.
> COc1cc(CNc2ccc(NC(C)=O)cc2)ccc1OCc1ccccc1C
  SUMO Mot1 rescue = .; phage Ecoli inh = 1.1; PKA-R2B activ = -1; E coli growth = -1.6; HTR5A ag ctr = 3; Tat export inh = 0; HTR5A inv ctr = -36; PKA-R1A act = -5; CDK5 p35 inh = -0.5; AddAB inh = 3.9; DAGLB inhibitor = 0

> CCN1CCc2c(sc(NC(=O)Cc3ccccc3)c2C(N)=O)C1
  SUMO Mot1 rescue = 19; phage Ecoli inh = 3.6; PKA-R2B activ = -6; E coli growth = -1.6; HTR5A ag ctr = 2; Tat export inh = 4; HTR5A inv ctr = -2; PKA-R1A act = 7; CDK5 p35 inh = -0.7; AddAB inh = 0.8; DAGLB inhibitor = -5

The listing picks up, starting 5 compounds before the break.
Structure,SUMO Mot1 rescue,phage Ecoli inh,PKA-R2B activ,E coli growth,HTR5A ag ctr,Tat export inh,HTR5A inv ctr,PKA-R1A act,CDK5 p35 inh,AddAB inh,DAGLB inhibitor
CC1CCc2c(sc(NC(=O)COC(=O)c3ccc(NC(=O)CC#N)cc3)c2C#N)C1 (stereo unspecified),6,-0.5,-4,-3.1,1,5,-3,-11,-0.4,-1.9,-3
N#Cc1ccc(NC(=O)Cn2cnc(S(=O)(=O)N3CCCC3)c2)cc1,-6,0.6,-12,0.8,-2,-4,5,-9,-2.9,5.6,2
O=C(CSc1cccc2cccnc12)Nc1cc(C(=O)O)cc(C(=O)O)c1,577*,0.0,8,-3.8,1,3,-2,-7,-0.7,0.8,-3
CCOC(=O)CCNC(=O)N1CCCC(C(=O)c2cccc(OC(C)C)c2)C1 (stereo unspecified),225,1.1,14,-1.9,4,6,-14,-4,0.6,1.7,-8
O=C(CCS(=O)(=O)c1cccs1)NC1CCCCCC1,4,0.6,-2,0.8,-2,-2,0,3,1.2,-0.5,0
O=C(O)/C(=N/NC(=O)c1ccc(Cl)cc1)c1ccccc1,42,1.4,6,0.2,0,4,-3,1,-1.2,-0.6,-2
Cc1ccc(NC(=O)CS(=O)CC(=O)NCCCc2ccccc2)cc1Cl (stereo unspecified),-19,0.5,8,1.2,3,2,3,-5,-0.3,3.5,0
Cc1ccc(/C=N/Nc2ccccn2)s1,10,-0.1,-9,-1.2,13,1,-36,7,-0.4,2.4,-3
S=C(NCCc1ccccc1)Nc1ccc(Br)cn1,0,4.5,-1,0.8,10,7,23,-23,1.2,1.0,-5
CCCC(=O)NC(=S)Nc1ccc(C(C)=O)cc1,12,5.1,-1,-1.5,-3,1,11,6,-1.1,-2.2,0
O=c1c2ccccc2ccc2ccccc12,24,0.6,-4,-0.3,8,-2,-16,11,-2.5,2.2,-9
CCOc1ccccc1OCCCC(=O)Nc1ccc(S(=O)(=O)Nc2cc(C)nc(C)n2)cc1,.,3.3,4,.,6,-3,-16,7,0.3,.,2
Cc1ccsc1C(=O)Nc1ccc(O)c(-c2nc3ccccc3s2)c1,79,1.2,-15,-1.3,1,-1,43,-6,2.7,-2.0,-3
Cc1ccc(NC(=O)c2sc3ncn(CC(=O)N4CCOCC4)c(=O)c3c2C)c(Br)c1,-16,1.1,-10,0.2,0,1,-2,-11,1.8,2.7,0
Cc1cccc2sc(N3CCN(C(=O)c4cccs4)CC3)nc12,1,-1.1,-10,0.9,0,7,0,-4,-1.3,1.4,-14
CC(/C=C/c1ccco1)=N\NC(=O)c1cccc(Cl)c1,230,3.9,1,0.3,1,-1,16,-9,-0.7,4.2,2
O=C(CCC(=O)c1cccs1)Nc1nnc(C2CC2)s1,327,1.2,3,0.8,-2,-7,2,4,2.1,0.7,0
ONC(=Nc1ccccc1)c1ccccc1Cl,7,1.2,1,0.5,4,2,-10,6,0.2,1.8,0
OCCC1CN(Cc2cn[nH]c2C2CCCCC2)CCN1Cc1ccccc1 (stereo unspecified),-6,1.0,1,-1.2,-1,-8,2,-8,-0.3,4.1,1
CCOCCCNC(=S)N1CCC(C(=O)c2ccc3c(c2)OCCO3)CC1,3,2.3,3,1.4,-1,3,3,-1,0.2,0.3,-4
CSc1ccc(S(=O)(=O)Nc2ccc(OCC(=O)N3CCOCC3)cc2)cc1,398,1.1,-7,1.7,4,1,-12,-3,0.7,2.5,0
COc1ccccc1C(=O)NC(CCSC)C(=O)OCC(=O)N1CCN(S(=O)(=O)c2ccc(C)cc2)CC1 (stereo unspecified),.,2.9,5,.,8,7,2,4,1.3,.,-2
Clc1ccc(-c2nnc(NC3=NCCCCC3)o2)cc1,.,3.4,-3,-0.5,3,0,-14,-5,2.3,5.0,1
CCNC(=O)Nc1cc(OC)c(OC)cc1C(=O)O,0,1.6,-4,0.0,1,-3,-4,-8,-0.4,-1.7,0
Cc1ccc(OCCSc2nnc(C)c(=O)n2N)cc1,-7,4.0,-13,-1.3,-3,-3,7,4,-2.7,2.7,-1
COc1cc2nc(C3CCC3)nc(N3CCN(c4ccccn4)CC3)c2cc1OC,15,.,0,0.6,1,7,52*,-7,-0.1,0.8,-3
COc1ccccc1C(=O)NC(=S)Nc1ccc(NC(=O)c2cccs2)cc1,-1,3.2,3,-1.4,3,-2,-13,0,1.5,3.0,-5
CCCn1c(NC(=O)CSCC(=O)Nc2cc(C)on2)nc2ccccc21,-24,-2.4,-14,-1.1,-1,-4,2,-20,2.0,1.6,-1
O=Cc1ccc(O)cc1O,-9,2.6,8,-1.3,3,-4,0,-20,-0.6,2.0,-1
CC1(C)Cc2noc(N)c2C(C)(C)N1O,6,-1.5,3,-5.0,7,1,-40,0,4.6,-0.3,-2
COc1ccc(N(CC(=O)N2CCC(Cc3ccccc3)CC2)S(C)(=O)=O)cc1,-1,2.2,4,0.5,4,5,-10,3,1.4,2.2,1
CCCOc1c(Br)cc(C(N)=O)cc1OCC,316*,2.6,-3,0.1,-2,-1,5,-4,-0.4,1.9,-1

From PubChem
